Screening results deposited in PubChem BioAssay by Johns Hopkins Ion Channel Center.
KCNQ2 block: KCNQ2 potassium channel inhibitors, primary screen, cell-based, CHO-K1, FluxOR thallium flux, B-score (AID 2156); B-score at 10 µM; 20 min; hits give low values; 1.1% of 310,000 active;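 active means fluorescence ratio B-score at most minus 3 library SDs, with starting brightness B-score within 2 library SDs, cut at about -5.5 in these data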
Target sequence (O88943 whole entry, looked up): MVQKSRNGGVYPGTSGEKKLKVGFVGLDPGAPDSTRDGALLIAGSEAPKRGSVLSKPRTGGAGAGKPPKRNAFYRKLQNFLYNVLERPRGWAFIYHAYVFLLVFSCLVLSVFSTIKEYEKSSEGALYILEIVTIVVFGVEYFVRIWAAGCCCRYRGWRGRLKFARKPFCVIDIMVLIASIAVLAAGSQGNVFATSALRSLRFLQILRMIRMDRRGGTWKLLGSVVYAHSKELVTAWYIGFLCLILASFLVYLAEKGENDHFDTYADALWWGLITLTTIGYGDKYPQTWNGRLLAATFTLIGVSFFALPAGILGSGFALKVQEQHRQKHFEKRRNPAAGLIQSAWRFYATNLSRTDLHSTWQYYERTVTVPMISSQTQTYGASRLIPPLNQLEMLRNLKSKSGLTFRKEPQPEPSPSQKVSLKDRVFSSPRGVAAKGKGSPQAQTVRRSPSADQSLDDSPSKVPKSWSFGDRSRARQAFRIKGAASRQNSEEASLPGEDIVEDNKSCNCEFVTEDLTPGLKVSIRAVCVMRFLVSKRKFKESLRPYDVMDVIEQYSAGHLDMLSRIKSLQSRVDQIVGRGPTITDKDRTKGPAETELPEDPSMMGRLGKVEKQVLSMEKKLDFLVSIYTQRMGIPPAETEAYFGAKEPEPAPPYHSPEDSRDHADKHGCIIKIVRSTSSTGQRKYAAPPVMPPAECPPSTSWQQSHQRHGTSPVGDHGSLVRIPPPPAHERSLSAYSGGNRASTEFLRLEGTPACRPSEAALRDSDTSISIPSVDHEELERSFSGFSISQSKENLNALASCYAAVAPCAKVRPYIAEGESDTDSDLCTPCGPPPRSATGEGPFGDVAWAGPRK
CHT inh: inhibitors of human choline transporter CHT; CHT-expressing cells, membrane potential dye, choline response; hits give low values; 0.86% of 310,000 active; High affinity choline transporter 1 (Homo sapiens), Q9GZV3; B-score at 10 µM;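 active means B-score over 3 SD under the library average, and starting fluorescence ratio not unusually high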;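 further: choline stimulus applied at its EC90 after an EC20 pre-addition; B-score computed on integrated fluorescence ratio after choline addition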
Calls only; i = inactive; . = no result given.

item	canonical_smiles	CHT inh	KCNQ2 block
1	N#Cc1c(SCC(=O)Nc2cccc(F)c2)sc2c(O)cc(=O)[nH]c12	i	i
2	Cc1nc2ccc(S(=O)(=O)NCC(=O)N3CCc4ccccc43)cc2s1	i	i
3	Cc1cc(-c2csc3ncnc(N4CCN(C)CC4)c23)cc(C)c1C	i	i
4	O=C(CC12CC3CC(CC(Br)(C3)C1)C2)NCc1ccccc1	i	i
5	COCCOC(=O)C1=C(C)Nc2ncnn2C1c1ccco1 (stereo not given)	i	i
6	CC1(C)CC(=O)C(C=NCC2CCN(C(=S)Nc3cccc(Cl)c3)CC2)=C(O)C1	i	i
7	Nc1[nH]c2cc([N+](=O)[O-])ccc2c1-c1ccccn1	i	i
8	Cc1cc(OC(=O)c2cc([N+](=O)[O-])ccc2Cl)c([N+](=O)[O-])c(=O)[nH]1	i	i
9	Cc1cccc(NC(=O)C2CCN(S(=O)(=O)c3c(C)nn(C)c3C)CC2)n1	i	i
10	COc1ccc(C2Nc3ccccc3C(=O)N2Cc2ccccc2)cc1CSc1ccccn1 (stereo not given)	i	i
11	Cc1noc(C)c1C(=O)NCCc1ccccc1	i	i
12	Cc1ccc(NC(=S)N(CCCN2CCN(C)CC2)Cc2cccs2)cc1	i	i
13	CCc1ccc(NC(=S)NNC(=O)c2ccccc2OC(F)F)cc1	i	i
14	CSc1nc(C)cc(OCC#N)n1	i	i
15	CCOC(=O)N1CCC(NC(=O)CC2C(=O)NCCN2Cc2ccccc2F)CC1 (stereo not given)	i	i
16	Oc1c(C=Nc2ccc(Cl)cn2)sc2ccccc12	i	i
17	CC(=O)c1cccc(S(=O)(=O)N2CCN(c3nc4cc(C)cc(C)c4cc3C#N)CC2)c1	i	i
18	Cc1cc(C)n2nc(C(=O)NCC(=O)Nc3ccc(F)c(F)c3)nc2n1	i	i
19	O=C(O)C1OC2OC3(CCCCC3)OC2C2OC3(CCCCC3)OC12 (stereo not given)	i	i
20	CC1=NN(c2ccccc2)C(=O)/C1=C/c1ccc[nH]1	i	i

More results:
item	canonical_smiles	CHT inh	KCNQ2 block
21	COc1ccc2c(/C=N/Nc3ccc(C(=O)O)cc3)c[nH]c2c1	i	i
22	Cc1cc(N2CCN(c3ccccc3)CC2)nc(NCc2ccccc2)n1	i	i
23	CCOc1ccc(C(=O)NCC(=O)Nc2ncccc2C)cc1OCC	i	i
24	O=C(Oc1cccc(C(=S)N2CCOCC2)c1)c1ccccc1	i	i
25	CCOC(=O)c1nn(-c2ccc(F)cc2)c2nc(Nc3ccccc3)cc(=O)n12	i	i
26	COc1ccc2cc(C(=O)Nc3ccc(Cl)cc3)sc(=O)c2c1OC	i	i
27	COc1ccc(OC)c(C(=O)CSc2nc3c(c(=O)n(C)c(=O)n3C)n2C(C)C)c1	.	i
28	CCCn1nnnc1SCC(=O)N(C(C)C)C(C)C	i	i
29	COc1ccccc1C(=O)Nc1ccc(NC(=O)C2CCCCC2)nc1	i	i
30	COc1ccc(CN2C(=O)c3cccnc3C2=O)cc1S(=O)(=O)NCc1ccc(C)o1	i	i
31	CC(C)(C)C(=O)Nc1c(Br)c(C2CC2)nn1-c1ccccc1	i	i
32	Cc1c(CN2CCCCC2)c(O)n(CCO)c(=O)c1C#N	i	i
33	COc1ccc2sc(N(CCN(C)C)C(=O)c3ccc4ccccc4c3)nc2c1	i	i
34	Cc1cccc2cc(CN(Cc3ccccc3)C(=S)NCCCN(C)C)c(=O)[nH]c12	i	i
35	O=C1C2C3C=CC(CC3)C2C(=O)N1c1ccc([N+](=O)[O-])cc1 (stereo not given)	i	i
36	O=C1c2ccccc2C(=O)N1c1ccc(Cc2ccncc2)cc1	i	i
37	CCc1sc(C(=O)N2CCCN(C)CC2)cc1Br	i	i
38	COc1ccc(C(=O)NC(C)CCc2ccccc2)cc1 (stereo not given)	i	i
39	O=Cc1ccc2c(c1)CCN2Cc1ccccc1	i	i
40	COc1ccc(N=C(c2ccccc2)c2c(C)[nH]n(-c3ccccc3)c2=O)c(OC)c1	i	i

Later entries
item	canonical_smiles	CHT inh	KCNQ2 block
41	COc1cccc(-c2c(C(=O)N/N=C/c3cccs3)nnn2-c2nonc2N)c1	i	i
42	CN(C)CCN1C(=O)C(O)=C(C(=O)c2ccco2)C1c1ccccc1F (stereo not given)	i	i
43	COc1ccc(C(CNC(=O)c2ccc(N3CCCC3=O)cc2)N(C)C)cc1 (stereo not given)	i	i
44	O=C(Cn1nnc2ccccc21)OCC(=O)c1ccc(Cl)cc1	i	i
45	CCOC(=O)c1cc(S(=O)(=O)Nc2ccc(OC)cc2OC)cn1C	i	i
46	Cn1nnnc1SCC(=O)N1CCc2ccccc21	i	i
47	O=C(Nc1cc(S(=O)(=O)N2CCOCC2)ccc1N1CCOCC1)c1ccc(S(=O)(=O)N2CCCCC2)cc1	i	i
48	CC(CC(=O)N(C)c1c(N)n(Cc2ccccc2)c(=O)[nH]c1=O)c1ccccc1 (stereo not given)	i	i
49	CCOC(=O)Cc1csc(NC(=O)c2cccc(OC)c2)n1	i	i
50	O=C(N/N=C\c1cc(Br)cs1)C1COc2ccccc2O1 (stereo not given)	i	i
51	CCOc1ccc(C(=O)NNC(=O)C2CC(=O)N(c3ccc(C)cc3)C2)cc1 (stereo not given)	i	i
52	CCc1cccc(C)c1NC(=O)C1CCN(c2nn3c(=O)cc(C)nc3s2)CC1	i	i
53	Cc1ccc(C(=O)CNc2cc(C)ccc2C)cc1	i	i
54	Cc1ccc(N2C(=O)c3ccc(N)cc3C2=O)cc1C	i	i
55	Cc1[nH]n(-c2ccccc2)c(=O)c1C=Nc1ccc(S(=O)(=O)NC(N)=O)cc1	i	i
56	CCN1CCCC1CNC(=O)C(=O)Nc1ccccc1 (stereo not given)	i	i
57	O=C(NCCN1CCOCC1)c1csc2c1CCCCC2	i	i
58	Cc1ccc(S(=O)(=O)N2CCN(C(=O)COC(=O)c3ccc(C(C)(C)C)cc3)CC2)c(C)c1	i	i
59	CCCNC(=O)Cn1cc(S(=O)(=O)N2CCCC2)c(S(=O)(=O)N2CCCC2)c1	i	i
60	COC(=O)CSC1=C(C#N)C(c2cccc(F)c2)CC(=O)N1 (stereo not given)	i	i

(cont.)
item	canonical_smiles	CHT inh	KCNQ2 block
61	COc1ccc(-c2c(C(C)=O)c(C)nc3sc4c(=O)n(-c5ccc(C)cc5)nnc4c23)cc1	i	i
62	CCCCOc1ccc(C(=O)C(CN2CCOCC2)c2ccccc2)cc1 (stereo not given)	i	i
63	Cc1cccc(C(C(=O)NC2CCCC2)N(C(=O)c2csnn2)C2CC2)c1 (stereo not given)	i	i
64	Nc1ccc(-c2nc3ccccc3s2)cn1	i	i
65	O=C1OC(c2ccccc2)=N/C1=C\C=C\c1ccco1	i	i
66	Cc1cc2oc(=O)c3c(c2cc1OC(=O)c1ccco1)CCCC3	i	i
67	Cc1ccc2nsnc2c1NC(=O)c1ccc([N+](=O)[O-])cc1	i	i
68	COc1cc(OC)nc(NC(=O)NS(=O)(=O)c2ccc(OC(F)(F)F)cc2)n1	i	i
69	O=C(c1ccco1)N1CCN(c2c(-c3ccccc3)c3cc(Cl)ccc3[nH]c2=O)CC1	i	i
70	COc1cc(/C=C/C(=O)N[C@@H](Cc2c[nH]c3ccccc23)C(=O)O)ccc1O	i	i
71	CCOc1ccc2nc(SCC(=O)NNC(=O)c3ccco3)c(C)cc2c1	i	i
72	O=[N+]([O-])c1ccccc1S(=O)(=O)NCCC1=CCCCC1	i	i
73	COc1ccc(-c2nnc(SCc3cccc(C)c3)n2N)cc1	i	i
74	O=c1c2c(n3nnnc3n1Cc1ccccc1)-c1ccccc1CC21CCCC1	i	i
75	COc1ccc2c(c1)c(CC(=O)OC(C)C(=O)N(C)C)c(C)n2C(=O)c1ccc(Cl)cc1 (stereo not given)	i	i
76	COc1ccc(-c2noc(C3CCCN(C(=O)c4ccc(C)cc4)C3)n2)cc1 (stereo not given)	i	i
77	COc1ccc(OC)c(NC(=O)Cc2ccc(NC3=NC4CS(=O)(=O)CC4S3)cc2)c1 (stereo not given)	i	i
78	CC(=O)c1c(C)oc2ccc(N(C(C)=O)S(=O)(=O)c3cccc4cccnc34)cc12	i	i
79	O=C(CC(NS(=O)(=O)c1ccc(Cl)cc1)c1ccco1)N1CCc2ccccc21 (stereo not given)	i	i
80	CN(CC(=O)Nc1cccc(F)c1)C(=O)CN1C(=O)NC2(CCCCC2)C1=O	i	i

Next results follow.
item	canonical_smiles	CHT inh	KCNQ2 block
81	Cc1c(Cl)c([N+](=O)[O-])nn1CC(=O)NCc1ccc(Cl)cc1	i	i
82	O=C(Nc1ccnn1C1CCN(Cc2ccc(CO)o2)CC1)c1ccc2c(c1)OCO2	i	i
83	CCCCCCCCCC(=O)N1c2ccccc2NC(=O)C1CC(=O)Nc1ccc(C(=O)O)cc1 (stereo not given)	i	i
84	CCOc1ccc(Oc2nc(C)cc(OC)n2)nn1	i	i
85	CCCCn1c(SCC(=O)c2ccc3c(c2)OCCO3)nnc1-c1ccco1	i	i
86	O=C(Nc1ccc(N=Nc2ccccc2)cc1)c1ccccc1Cl	i	i
87	COc1ccc(N(CC(=O)NC2CCCC2)C(=O)c2ccc(C)s2)cc1OC	i	i
88	O=[N+]([O-])c1ccc(Cl)c(/C=N/NC(=S)Nc2ccccc2)c1	i	i
89	O=C(NCc1ccccc1)c1ccc2c(=O)[nH]c3c(C(=O)NCC4CCCO4)sc(=S)n3c2c1 (stereo not given)	i	i
90	O=C(NC1CCCC1)C(c1ccncc1)N(C(=O)c1csnn1)c1ccc(Cl)cc1 (stereo not given)	i	i
91	O=C(NCCCCl)C1CC(=O)N(CCc2ccc(F)cc2)C1 (stereo not given)	i	i
92	CCOC(=O)C1(Cc2cccc(F)c2)CCN(C(=O)C2CCOCC2)CC1	i	i
93	O=C(/C=C/c1ccccc1)Nc1ccc2c(c1)C(=O)NC2=O	i	i
94	COc1ccc2nc(SCc3ccccc3C)nc(C)c2c1	i	i
95	CC1=C(C)/C(=N/OC(=O)c2cccc([N+](=O)[O-])c2)C=CC1=O	i	i
96	COc1ccc(-c2nn(C)c(=O)c3ccccc23)cc1NC(=O)Cn1nc(-c2ccccc2)c2ccccc2c1=O	i	i
97	CCC(CC)C(=O)c1c[nH]c(C(=O)NCCOC)c1	i	i
98	CC(C)(C)N1C(=O)[C@H]2[C@@H](c3ccc(Br)cc3)N3C(=O)N(c4ccc(Br)cc4)C(=O)[C@@]3(Cc3ccccc3)[C@H]2C1=O	i	i
99	Cn1c(COc2ccc(Cl)cc2)nnc1SCC(=O)Nc1ccc2c(c1)CCC2	i	i
100	CC1CCN(C(=O)COc2ccc(S(=O)(=O)N3CCOCC3)cc2)CC1	i	i

Among those listed so far, these contain a COOH group:
item	canonical_smiles	CHT inh	KCNQ2 block
19	O=C(O)C1OC2OC3(CCCCC3)OC2C2OC3(CCCCC3)OC12 (stereo not given)	i	i
21	COc1ccc2c(/C=N/Nc3ccc(C(=O)O)cc3)c[nH]c2c1	i	i
70	COc1cc(/C=C/C(=O)N[C@@H](Cc2c[nH]c3ccccc23)C(=O)O)ccc1O	i	i
83	CCCCCCCCCC(=O)N1c2ccccc2NC(=O)C1CC(=O)Nc1ccc(C(=O)O)cc1 (stereo not given)	i	i

4 structures from above, sorted by number of heavy atoms, smallest number first:
item	canonical_smiles	CHT inh	KCNQ2 block
97	CCC(CC)C(=O)c1c[nH]c(C(=O)NCCOC)c1	i	i
87	COc1ccc(N(CC(=O)NC2CCCC2)C(=O)c2ccc(C)s2)cc1OC	i	i
82	O=C(Nc1ccnn1C1CCN(Cc2ccc(CO)o2)CC1)c1ccc2c(c1)OCO2	i	i
98	CC(C)(C)N1C(=O)[C@H]2[C@@H](c3ccc(Br)cc3)N3C(=O)N(c4ccc(Br)cc4)C(=O)[C@@]3(Cc3ccccc3)[C@H]2C1=O	i	i

Following part.
item	canonical_smiles	CHT inh	KCNQ2 block
101	O=C(Cn1nnc(-c2ccc(Cl)cc2)n1)NCC1CCCCC1	i	i
102	Cc1ccc([N+](=O)[O-])cc1Nc1nc(N2CCCC2)nc(N2CCCC2)n1	i	i
103	COCC(C)NC(=O)CSc1nc2ccccc2n1CCc1ccccc1 (stereo not given)	i	i
104	Cc1ccc(C(=O)Cc2cc3ccccc3oc2=O)c(C)c1	i	i
105	COc1cc(-c2cc(C(=O)O)c3cc4c(cc3n2)OCCO4)cc(OC)c1OC	i	i
106	CCOC(=O)c1nnn(-c2nonc2N)c1CNc1ccccc1	i	i
107	CN(C)C1=NCCN1CCc1ccc(F)cc1	i	.
108	COc1ccc(/C=N/NC(=O)CCC(=O)Nc2ccc(F)cc2)c(OC)c1	i	i
109	O=C(Nc1ccc2ccccc2n1)c1ccccc1	i	i
110	COc1ccc(C(C)NC(=O)c2ccc([N+](=O)[O-])cc2)cc1OC (stereo not given)	i	i
111	O=C(c1ccco1)N1CCN(C(=O)c2[nH]ncc2[N+](=O)[O-])CC1	i	i
112	C[C@@]12C(=O)Nc3ccc(Cl)cc3C(=O)N1[C@H]1c3ccccc3OC[C@@H]1[C@@H]2c1ccccc1	i	.
113	CC(=O)Nc1ccc(C(=O)N/N=C(\C)CC(=O)Nc2ccc(OCc3ccccc3)cc2)cc1	i	i
114	CCOc1ccc(-c2nnc(SCc3nc4ccccc4[nH]3)n2N)cc1	i	i
115	O=C(O)CN1C(=O)/C(=C\c2ccccc2OCc2ccc(Cl)cc2)SC1=S	i	i
116	COc1ccccc1C(=O)Nc1cccc2c1CCCC2	i	i
117	CCOC(=O)CNC(=O)CSc1ncnc2c1cnn2-c1ccccc1	i	i
118	O=S(=O)(NC1c2cccc3cccc(c23)C1N1CCNCC1)c1ccc(Cl)cc1 (stereo not given)	i	i
119	CC1(C(=O)O)COC(c2ccc(Cl)cc2)OC1 (stereo not given)	i	i
120	O=C(CNC(=O)c1ccco1)Nc1ccc(F)c(Cl)c1	i	i

(listing goes on)
item	canonical_smiles	CHT inh	KCNQ2 block
121	C=CCSc1nnc(-c2ccccc2NC(C)=O)c(=O)[nH]1	i	i
122	CCOc1ccc2[nH]c(=O)c(CN(CC3COCCO3)C(=O)c3ccco3)cc2c1 (stereo not given)	i	i
123	CC(=O)C1=NOC(CNc2ncc(C(F)(F)F)cc2Cl)C1 (stereo not given)	i	i
124	O=C1NN(c2ccccc2)C(=O)/C1=C/c1cccs1	i	i
